Compound activity as filed in PubChem BioAssay.
MBNL1-CUG inh: qHTS Assay for Inhibitors of MBNL1-poly(CUG) RNA binding; 0.036% of 280,000 active; Muscleblind-like protein 1 (Homo sapiens), Q9NR56; Potency, µM (highest dose often 57.5 µM), inactives show at the highest dose activity change, negative = inhibition, usual class: inhibitors; TR-FRET MBNL1-His/biotin-(CUG)12 binding, 665/545 ratio; AID 2675, 2010; active means well fitted inhibition curve with a large enough effect in the signal ratio, with a control signal flat, not every such curve was filed as active; inconclusive means small, poorly fitted or top-dose-only effect, or effect the other way, or a change in a side signal; inactive means no such curve, though single readings can be large or run the other way; the % refers to the signal ratio; further: potency means the concentration at half of the fitted maximal effect; on the % scale 0 is the no-effect control and ±100 the full control effect
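His-tagged MBNL1 binding to biotinylated (CUG)12 RNA was measured by TR-FRET using terbium anti-His antibody (0.055 ng/ul final) and streptavidin-XL665 (5 nM final). Compounds were titrated 92 nM to 58 uM; 60 min at room temperature.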
PKM2 act: qHTS Assay for Activators of Human Muscle isoform 2 Pyruvate Kinase. Pyruvate kinase PKM (Homo sapiens), P14618. purified PKM2, Kinase-Glo ATP luminescence, activation; response scale: 0% is enzyme alone, no compound. Potency, µM (doses to about 57.5 µM), inactives show at the top dose activation, most hits filed as activators. 0.34% of 260,000 active. AID 1631, 2009; further: potency means the concentration at half of the fitted maximal effect; on the % scale 0 is the no-effect control and ±100 the full control effect; nearly all actives have a fitted effect of over 55% in size
Target sequence (P14618 whole entry, looked up, canonical isoform): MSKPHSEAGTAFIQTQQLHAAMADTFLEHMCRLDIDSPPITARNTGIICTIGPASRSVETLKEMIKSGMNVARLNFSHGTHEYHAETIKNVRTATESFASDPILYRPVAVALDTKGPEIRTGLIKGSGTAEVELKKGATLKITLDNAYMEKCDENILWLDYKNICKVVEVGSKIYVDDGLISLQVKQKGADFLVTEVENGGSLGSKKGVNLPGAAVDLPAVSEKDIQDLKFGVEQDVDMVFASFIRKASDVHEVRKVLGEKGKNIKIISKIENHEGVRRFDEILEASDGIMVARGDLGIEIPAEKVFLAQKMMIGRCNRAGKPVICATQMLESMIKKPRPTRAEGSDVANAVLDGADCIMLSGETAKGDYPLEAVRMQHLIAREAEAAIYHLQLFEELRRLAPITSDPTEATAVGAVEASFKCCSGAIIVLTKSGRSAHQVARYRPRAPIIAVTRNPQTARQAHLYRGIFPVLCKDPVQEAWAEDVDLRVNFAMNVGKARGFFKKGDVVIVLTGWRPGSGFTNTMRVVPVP
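hPK-M2, >95% pure; 0.1 mM ADP / 0.5 mM PEP final; imidazole pH7.2 buffer w/ 7 mM MgCl2, 50 mM KCl; 1 h RT; Kinase-Glo lum. Intermediate enzyme activity for dual inhibitor/activator qHTS.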
NPC1 prom act: qHTS Assay for NPC1 Promoter Activators; Huh7 NPC1 promoter luciferase reporter, 24 h; Potency, µM (doses to about 9.22 µM), without a hit: at the top dose activation, actives largely listed as activators; 2.4% of 320,000 active; AID 485313, 2010;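 further: potency means the concentration at half of the fitted maximal effect; % of control where 0% means no effect; nearly all actives have a fitted effect of over 60% in size; reporter is driven by a mutant NPC1 promoter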
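Luciferase expression driven by the NPC1 promoter was measured in stably transfected Huh7 cells after a 24 h compound incubation, using a luciferase reagent and a luminescence read.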
FLuc modulator: qHTS profiling assay for firefly luciferase inhibitor/activator using purifed enzyme and Km concentrations of substrates (counterscreen for miR-21 project); Luciferin 4-monooxygenase (Photinus pyralis), P08659; purified FLuc, Km substrates, luminescence inhibition; Potency, µM (top dose mostly 57.5 µM), without a hit: at the highest dose activity change, negative = inhibition, hits mostly inhibitors; 6.9% of 360,000 active; AID 588342, 2011;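 further: potency means the concentration at half of the fitted maximal effect; plate controls were vehicle for no effect and reference inhibitor for full effect; nearly all actives have a fitted effect of over 55% in size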
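Purified P. pyralis luciferase (10nM final) with 10uM D-luciferin and 10uM ATP (Km levels) in 50mM Tris acetate pH 7.5, 10mM Mg acetate, 0.01% Tween-20, 0.05% BSA; qHTS 6-point titration, ~60 µM downward; luminescence read.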
Menin-MLL TR inh: qHTS Assay for Inhibitors Targeting the Menin-MLL Interaction in MLL Related Leukemias: Competition With Texas Red Labeled MLL-derived Mutant Peptide. O00255. Menin + Texas Red MLL mutant peptide, fluorescence polarization. Potency, µM (series often up to 61.6 µM), for inactives: at the top dose FP activity change, negative = inhibition, actives largely listed as inhibitors. 0.23% of 270,000 active. AID 1768, 2009; active means well fitted inhibition curve with a large enough effect in the polarisation, with a control signal flat, not every such curve was filed as active; inconclusive means small, poorly fitted or top-dose-only effect, or effect the other way, or a change in a side signal; inactive means no such curve, though single readings can be large or run the other way; the % refers to the polarisation; further: potency means the concentration at half of the fitted maximal effect; % of control where 0% means no effect; many of its hits are not listed in these tables
Mito fusion act: qHTS Assay for Small Molecule Inhibitors of Mitochondrial Division or Activators of Mitochondrial Fusion | AID 485298, 2010 | Potency, µM (series often up to 46.1 µM), inactives show at the top dose growth rescue (activation), hits mostly activators | 0.23% of 320,000 active | S. cerevisiae fusion-defective mutant growth rescue, CellTiterGlo 48 h;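 further: potency means the concentration at half of the fitted maximal effect; % of control where 0% means no effect; nearly all actives have a fitted effect of over 45% in size; temperature-sensitive fusion mutants such as fzo1-1 at 37 °C on non-fermentable ethanol glycerol medium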
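Temperature-sensitive fusion-defective S. cerevisiae (e.g. fzo1-1, mgm1-5) were grown with compound in YPEG medium (3% ethanol, 3% glycerol) for 48 hours at 37C. Growth rescue was measured as viability by CellTiterGlo luminescence after 10 minutes at ambient.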
RORg inh: qHTS for inhibitors of ROR gamma transcriptional activity; Nuclear receptor ROR-gamma (Mus musculus), P51450; Drosophila S2 Gal4-RORgamma UAS-luciferase reporter, 20 h; Potency, µM (top dose mostly 53.6 µM), without a hit: at the highest dose activity change, negative = inhibition, actives largely listed as inhibitors; 5.4% of 310,000 active; AID 2551, 2010; further: potency means the concentration at half of the fitted maximal effect; on the % scale 0 is the no-effect control and ±100 the full control effect; nearly all actives have a fitted effect of over 60% in size
Target sequence (P51450 whole entry, looked up, the tested form may be a part): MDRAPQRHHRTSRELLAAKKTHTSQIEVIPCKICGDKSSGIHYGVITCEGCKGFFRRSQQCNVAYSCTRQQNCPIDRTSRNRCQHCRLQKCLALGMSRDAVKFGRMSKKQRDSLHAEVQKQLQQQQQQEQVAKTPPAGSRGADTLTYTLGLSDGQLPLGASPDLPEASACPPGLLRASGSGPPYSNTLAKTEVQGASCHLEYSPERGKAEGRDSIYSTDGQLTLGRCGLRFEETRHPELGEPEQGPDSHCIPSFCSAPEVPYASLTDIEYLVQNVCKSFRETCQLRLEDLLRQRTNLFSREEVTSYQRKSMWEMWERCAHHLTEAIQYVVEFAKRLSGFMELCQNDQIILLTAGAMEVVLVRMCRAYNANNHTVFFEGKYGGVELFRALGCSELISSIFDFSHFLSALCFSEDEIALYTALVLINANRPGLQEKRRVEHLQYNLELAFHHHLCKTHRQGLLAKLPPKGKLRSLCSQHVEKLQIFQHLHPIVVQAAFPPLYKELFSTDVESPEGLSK
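A Gal4/UAS one-hybrid system in insect cells: metallothionein-promoter Gal4–ROR gamma fusion plus Photinus luciferase reporter. Copper sulfate 700 uM final, 20 hr ambient incubation, luminescent detection after 10 min with reagent.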
Rab9 prom act: qHTS Assay for Rab9 Promoter Activators | Huh7 Rab9 promoter-luciferase reporter, luminescence, 24 h | 2.8% of 320,000 active | Potency, µM (series often up to 9.22 µM), without a hit: top-dose activation, negative = inhibition, most hits filed as activators | AID 485297, 2010; further: potency means the concentration at half of the fitted maximal effect; % of control where 0% means no effect; nearly all actives have a fitted effect of over 60% in size
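Huh7 cells stably carrying Rab9 promoter–luciferase reporter, plated 1500 cells/well, compound added after 2 h and incubated 24 h at 37 °C; luciferase luminescence then read after 10 min with detection reagent.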
KCNH2 3.1 inh: qHTS for Inhibitors of KCHN2 3.1: Mutant qHTS; 0.95% of 340,000 active; U2OS KCNH2 3.1, thallium flux FluxOr; hits give low values; activity change, % (tested at about 1.8 µM); Potassium voltage-gated channel subfamily H member 2, brain isoform KCNH2 3.1 (human); AID 720553, 2013;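 active means maximum activity change below -70%; inconclusive means maximum activity change from -70% to -50%; inactive means maximum activity change above -50%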;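 further: thallium influx rate constant from kinetic fluorescence after stimulation buffer; on the % scale 0 is the no-effect control and ±100 the full control effect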
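Virally transduced U2OS (3.1 isoform, 4 h infection in dark at RT) → overnight 37 C → FluxOr + Red40 in HBSS/HEPES, 45 min → stimulation buffer, 2 min kinetic read → rate constant vs DMSO controls.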
ELG1 DNA repair: qHTS screen for small molecules that inhibit ELG1-dependent DNA repair in human embryonic kidney (HEK293T) cells expressing luciferase-tagged ELG1. HEK293T ELG1-luciferase reporter, luminescence, 16 h; DNA damage induced by 5-fluorouridine. Potency, µM (series often up to 46.1 µM), for inactives: at the top dose activity change, negative = inhibition, usual class: inhibitors. 2.3% of 330,000 active. AID 504467, 2011; further: potency means the concentration at half of the fitted maximal effect; on the % scale 0 is the no-effect control and ±100 the full control effect; nearly all actives have a fitted effect of over 55% in size
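5-Fluorouridine DNA damage + compound/DMSO, 2,000 cells/well, 16 h, 37 °C/5% CO2. ONE-Glo, 30 min RT, luminescence. Readout = decrease in reporter signal.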
VP16 counter: VP16 counterscreen qHTS for inhibitors of ROR gamma transcriptional activity | Drosophila S2 Gal4-VP16 UAS-luciferase, luminescence, 20 h | Potency, µM (series often up to 53.6 µM), without a hit: at the top dose activity, negative = inhibition, actives largely listed as inhibitors | 3.5% of 310,000 active | AID 2546, 2010;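 further: Gal4-VP16 expression switched on by copper sulfate through the metallothionein promoter; potency means the concentration at half of the fitted maximal effect; on the % scale 0 is the no-effect control and ±100 the full control effect; nearly all actives have a fitted effect of over 50% in size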
Starred values were filed as active, the others as inactive; ? = inconclusive; · = not tested or not shown; & = joins results of further samples; [ ] = dose if it differs, or a comment. Unless noted, the call rests on the fitted dose curve; in most records, active means well fitted curve in the direction sought with a large enough effect; inconclusive means small, poorly fitted or top-dose-only effect, or another doubt; inactive means no such curve, though single readings can be large; an effect the other way counts as inactive or inconclusive.

SMILES	MBNL1-CUG inh	PKM2 act	NPC1 prom act	FLuc modulator	Menin-MLL TR inh	Mito fusion act	RORg inh	Rab9 prom act	KCNH2 3.1 inh	ELG1 DNA repair	VP16 counter
O=C(NC(C(=O)N/N=C/c1ccccc1)c1n[nH]c(=O)c2ccccc12)c1ccccc1 (stereo unspecified)	-2%	0%	0%	19µM*	-2%	1%	23%	?	-15	0%	0%
O=C(CCSc1ccccc1)N1CCN(c2ccccc2)CC1	-3%	-4%	2.8µM*	19µM*	?	10%	9%	2.8µM*	-2	?	7%
CCCn1cnc2scc(-c3ccc(C)cc3)c2c1=O	-1%	1%	-5%	5%	-15%	-12%	12%	-3%	6	-4%	-2%
O=C(NC(=S)N1CCN(c2ccccc2)CC1)c1ccc(S(=O)(=O)N2CCOCC2)cc1	2%	-3%	-4%	0%	·	2%	0.71µM*	-12%	-2	18µM*	0.63µM*
C=C(C)c1cccc(C(C)(C)NC(=O)N2CCCCC2CC)c1 (stereo unspecified)	-2%	-1%	-1%	2%	?	3%	29%	-6%	-3	-1%	3%
COc1ccccc1CNCC(=O)NCc1ccc(C)cc1	-4%	3%	-2%	0%	?	-3%	0%	-15%	-71*	10%	-8%
CC(=O)Nc1ccc(S(=O)(=O)NCC2CCC(C(=O)NCCc3ccccc3)CC2)cc1 (stereo unspecified)	-4%	·	1%	2%&2%	·	0%	4%	7%	6	5%	3%
O=C(NC1CCN(C(=O)NCc2ccccc2)CC1)c1ccco1	-4%	-4%	2%	2%	-15%	-2%	-9%	1%	-1	-2%	-3%
O=C(O)c1cccc(NC(=S)NC(=O)c2cccc(OCc3ccccc3)c2)c1	-1%	·	25%	19µM*	?	?	-6%	?	18	?	3%
COC(=O)c1sc(-c2ccc(Cl)cc2)cc1N	58%[activator]	-10%	2.2µM*	6.7µM*	·	-5%	41%	2.5µM*	-4	?	?
COc1cccc(-c2nnn(CC(=O)Nc3ccc(C)cc3C)n2)c1OC	-16%	-3%	-2%	3%	14%	-2%	2%	-7%	-2	20%	4%
CC(C)(C)c1ccc(S(=O)(=O)N2CC(=O)Nc3ccccc32)cc1	-5%	-1%	-1%	-18%	4%	6%	12%	-2%	-3	-9%	-2%
CCn1ncc(Br)c1C(=O)Nc1ccc(C(C)C)cc1	-8%	·	?	?	34%[activator]	5%	27%	1%	-8	?	5%
Cc1ccccc1-n1cnc2c(sc3nc(N4CCOCC4)c4c(c32)CCCC4)c1=O	·	6%	-3%	-2%	·	1%	-4%	2%	8	?	0%
Cn1c(=O)n(C)c2cc(S(=O)(=O)NCCO)ccc21	-4%	15%	-3%	4%	4%	-1%	13%	-1%	-1	-6%	1%
Cc1c(C(=O)NNS(=O)(=O)c2ccccc2Cl)sc(=S)n1C	-12%	12%	1%	5%	-6%	-2%	-19%	0%	-3	3%	-6%
Cc1cc2c(Nc3ccccc3)ncnc2s1	-6%	-5%	-4%	-16%	9%	0%	6%	13%	-6	14%	-7%[10 µM]
CCC1CCCCN1c1nc(-c2ccncc2)nc2ccccc12 (stereo unspecified)	21%	1%	-9%	-3%	1%	26%	?	-4%	-5	?	-13%
Cn1nc(C(=O)NC2CCCCC2)c2c1-c1ccccc1S(=O)(=O)C2	-1%	·	-3%	-3%	·	-6%	14%	-6%	9	-3%	3%
CCCCn1nc(NC(=O)c2cccs2)c2cc3ccccc3nc21	19%	1%	-2%	24µM*	?	9%	-20%	18%	-12	?	-3%
CCCn1c(=S)[nH]c2cc(C(=O)N3CCCC(C(=O)OCC)C3)ccc2c1=O (stereo unspecified)	0%	-2%	-14%	2%	4%	-9%	11µM*	-17%	-3	-29%	?
COc1ccc(NC(=O)CSCc2ccc(C#N)cc2)c(OC)c1	-8%	8%	8%	2%	-22%	-4%	2%	11%	-6	14%	1%
CCOC(=O)C(CC(=O)O)NCc1ccco1 (stereo unspecified)	-1%	-6%	0%	3%	·	1%	-15%	-1%	-1	-2%	0%
CC(=O)N(c1ccc(Cl)cc1)c1cn(C(C)=O)c2ccccc12	-6%	2%	1%	-1%	?	-4%	28%	-1%	2	-1%	-7%
Cc1cc(C2=NNC(=Nc3ccccc3)SC2)c(C)n1C	0%	8%	3.2µM*	11µM*	?	?	6%	1.4µM*	-18	?	-4%
Cc1cc2c(cc1C)N(C(=O)CSC1=NCCS1)C(C)(C)c1ssc(=S)c1-2	?	1%	0%	1%	8%	25%	4µM*	-3%	-2	5%	1%[0.365 µM]
COc1cccc2cc(C(=O)N3C(C)CCCC3C)c(=O)oc12 (stereo unspecified)	19%	-12%	-4%	-7%	-11%	-1%	-40%	2%	1	6%	3%
COc1ccc(NC(=O)c2ccccc2C)c(OC)c1	-12%	2%	21%	-16%	-5%	1%	-13%	9%	-1	?	1%
Cc1cccc(-c2noc(CCCC(=O)N3CCOCC3)n2)c1	-1%	1%	3%	-10%	·	-1%	14%	-7%	12	12%	14%
CC(C)OC(=O)CSc1ncnc2c1cnn2Cc1ccccc1	-4%	26%	-4%	-2%	-11%	12%	1%[10 µM]	4%	-3	-9%	4%
COc1cccc(C2CC(=O)Nc3n[nH]c(-c4ccccc4)c32)c1OC (stereo unspecified)	-18%	1%	-2%	3%	·	0%	-16%	-3%	-6	-3%	-2%
O=S(=O)(c1ccc(F)cc1)N1CC=C(c2ccccc2)CC1	·	6%	-3%	-1%	·	-5%	7%	-3%	23	10%	-2%
Cc1ccc(S(=O)(=O)CCC(=O)Nc2cccc(C)c2)cc1	·	-2%	-1%	1%	0%	-2%	-3%	-1%	-2	-1%	-6%
Cn1cc(CN2CCN(c3ncccn3)CC2)c(-c2cccc(Cl)c2)n1	-10%	2%	-4%	-4%	1%	-3%	3%	-10%	-8	-27%	1%
Cc1cccc(N2CCN(C(=O)/C=C/c3cccs3)CC2)c1C	2%	5%	-2%	?	0%	?	?	-2%	9	1%	?
CC(C)(C)n1nc2c(c1NC(=O)Cc1cccs1)CSC2	-2%	-10%	3%	0%	2%	-1%	10%	-1%	·	-1%	4%
COc1ccc(OC)c(CCNC(=O)CCCc2nnc3n(C)c(=O)c4sccc4n23)c1	1%	-16%	-9%	0%&2%	1%	5%	29%	1%	-7	-5%	1%
c1ccc2[nH]c(NN=C3CCCCCC3)nc2c1	6%	-9%	10%	3.4µM*	-3%	-12%	11µM*	3.5µM*	-24	?	?
CCC(C)NC(=O)CSc1nnc(-c2c[nH]c3ccccc23)o1 (stereo unspecified)	-6%	·	2%	-11%	1%	-8%	10%	0%	-4	2%	-3%
COc1ccc(NC(=O)CSc2nc(SC)ns2)cc1	0%	·	?	?	·	4%	1%	?	-13	?	27%
CCC(=O)N1CCN=C1SCc1cccc(C(F)(F)F)c1	-5%	·	0%	0%	·	-1%	1%	-4%	-6	?	0%
OCCC1CN(C2CCSCC2)CCN1C1CCCC1 (stereo unspecified)	-3%	-4%	0%	5%	-1%	-1%	-1%	1%	7	-13%	-8%
CC(C)c1ccc(NC(=O)COC(=O)CSc2nnc(N)s2)cc1	?	-1%	0%	15µM*	18%	-1%	27%	3%	2	23%	-4%
COc1cc(C)c(NC(=O)c2cc(C3CC3)nc3c2cnn3C(C)C)cc1OC	·	·	-4%	-1%	·	5%	·	1%	-14	?	·
CN(Cc1cccnc1)C(=O)c1ccc2nc(Cc3ccccc3F)oc2c1	-3%	·	27%	24µM*	1%	-5%	?	?	7	?	-19%
CCOC(=O)CN(C(=O)COc1ccc2c(C)cc(=O)oc2c1)c1ccc(OCC)cc1	-9%	4%	-2%	-16%	?	-2%	-13%	-13%	-4	-9%	-7%

Some of the compounds tested, so the mix of outcomes need not match the whole.
